Screening results deposited in PubChem BioAssay by several laboratories.
LAP4 TOR yeast: alters LAP4-GFP fluorescence in TOR pathway yeast screen. GFP response vs DMSO, % at 10 µM. AID 2023. S. cerevisiae LAP4-GFP multiplex, flow cytometry GFP, 3 h; median GFP as percent of DMSO wells. hit rate 0.34% among 320,000;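 active means GFP response vs DMSO above a set limit, about the screen mean plus 3 SD, cut at about 150% in these data; inconclusive means under 70 cell events counted for the yeast strain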
MEP2 TOR yeast: modulators of TOR pathway MEP2-GFP in S. cerevisiae; S. cerevisiae MEP2-GFP strain, flow cytometry GFP, 3 h; 100% = DMSO control level; GFP response vs DMSO, % at 10 µM; hit rate 0.51% among 330,000; AID 2016;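 active means GFP response versus DMSO above a set limit, roughly screen mean plus 3 SD, cut at about 180% in these data; inconclusive means fewer than 70 cells counted for a yeast strain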;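 further: median GFP fluorescence of the barcode-gated MEP2-GFP cells per well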
Yeast superoxide: lowers age-related superoxide in aged yeast cells; S. cerevisiae aged cells, superoxide DHE fluorescence; hits give low values; superoxide response (% of plate mean), % at 10 µM; hit rate 0.18% among 330,000;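 active means superoxide response under a set limit, about three screen SD below normal, cut at about 65% in these data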;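 further: yeast aged for seven days with compound at 30 °C before DHE staining; 100% = average MFI of all compound-treated wells on the plate with controls excluded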
GASC-1 inh: inhibitors of human GASC-1 (JMJD2C) demethylase; GST-JMJD2C(1-420) H3K9me3 demethylation, DELFIA europium; inhibition, % at 2.35 µM; hit rate 0.069% among 330,000; Q9H3R0;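 active means more than half of a compound's replicate wells show inhibition beyond 50%, single wells judged on their own value; inconclusive means some, but no more than half, of replicates pass 50% inhibition; inactive means no replicate passes 50% inhibition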;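 further: signal counts dimethyl H3K9 product captured on neutravidin plate; 0% = median of DMSO wells and 100% = 0.3 times that DMSO median; strong numbers were not always called active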
Target sequence (Q9H3R0 1-420 limits assumed): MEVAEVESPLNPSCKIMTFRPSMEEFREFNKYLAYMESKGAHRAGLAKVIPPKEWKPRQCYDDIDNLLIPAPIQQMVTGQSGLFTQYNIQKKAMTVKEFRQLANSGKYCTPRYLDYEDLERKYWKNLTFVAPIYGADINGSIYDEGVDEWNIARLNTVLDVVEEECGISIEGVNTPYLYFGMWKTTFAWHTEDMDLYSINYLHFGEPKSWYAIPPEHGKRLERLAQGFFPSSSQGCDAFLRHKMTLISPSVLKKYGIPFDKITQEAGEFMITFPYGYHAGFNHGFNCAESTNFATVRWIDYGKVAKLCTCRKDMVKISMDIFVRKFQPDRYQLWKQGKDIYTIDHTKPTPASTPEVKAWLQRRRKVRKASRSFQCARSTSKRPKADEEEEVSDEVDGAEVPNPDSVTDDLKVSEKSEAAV
proCasp3 act: activators of human procaspase-3 | AID 463141 | hit rate 0.11% among 330,000 | P42574 | recombinant procaspase-3 D3A, Ac-DEVD-pNA absorbance 405 nm | activation, % at 8.5 µM;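 active means activation above the mean of all tested compounds plus 3 SD, cut at about 21% in these data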;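 further: 0% = DMSO alone and 100% = DMSO wells spiked with extra 5 µM PC-3 D3A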
Target sequence (P42574 whole entry D9A/D28A/D175A): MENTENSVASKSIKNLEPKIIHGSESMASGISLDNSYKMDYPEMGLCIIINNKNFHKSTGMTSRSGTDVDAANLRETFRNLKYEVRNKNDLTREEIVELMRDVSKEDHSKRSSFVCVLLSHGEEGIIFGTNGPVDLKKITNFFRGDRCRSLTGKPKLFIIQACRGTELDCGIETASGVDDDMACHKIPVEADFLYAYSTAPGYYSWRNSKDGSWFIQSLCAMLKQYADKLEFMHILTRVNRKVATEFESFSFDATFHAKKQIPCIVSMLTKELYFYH
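material = Procaspase-3 D3A mutant | probe or stimulus = Ac-DEVD-pNA | compound = single dose, 8.5 µM nominal compound, 0.8% DMSO | timing = 1 h preincubation, 2 h reaction | measured by = 405 nm absorbance of p-nitroaniline, reads at 0 and 120 min | benchmarks = DMSO-only low control, 5 µM PC-3 D3A high control | repeats = singlicate, each compound tested once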
AHR activator: activates the human aryl hydrocarbon receptor; P35869; AHR-responsive luciferase reporter cells, luminescence; activation, % at 5 µM; hit rate 2.5% among 320,000; AID 2796; in the data active means activation above about 47%;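 further: 0% = vehicle wells and 100% = reference agonist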
RPL19A TOR yeast: alters RPL19A-GFP fluorescence in TOR pathway yeast screen | percent response vs DMSO, % at 10 µM | hit rate 0.3% among 330,000 | S. cerevisiae RPL19A-GFP strain, flow cytometry, 3 h; hits give low values | AID 2025;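 active means percent response vs DMSO below 50%; inconclusive means fewer than 70 events counted for the yeast strain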;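 further: median channel GFP fluorescence of the barcoded RPL19A-GFP strain; ratio of sample median GFP to plate DMSO average so 100% = DMSO; lower means less RPL19A-GFP as with rapamycin TOR inhibition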
procasp7 counter: counter-screen: procaspase-7 (human) activation; P55210; recombinant procaspase-7, Ac-DEVD-pNA absorbance 405 nm; D23A/D198A/D206A triple mutant, cannot self-cleave; scale: DMSO 0, 5 µM enzyme 100; activation, % at 8.5 µM; hit rate 0.093% among 330,000; AID 463210;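 active means percent activation above the screen-wide mean plus 3 SD, cut at about 25% in these data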
Target sequence (P55210 whole entry D23A/D198A/D206A): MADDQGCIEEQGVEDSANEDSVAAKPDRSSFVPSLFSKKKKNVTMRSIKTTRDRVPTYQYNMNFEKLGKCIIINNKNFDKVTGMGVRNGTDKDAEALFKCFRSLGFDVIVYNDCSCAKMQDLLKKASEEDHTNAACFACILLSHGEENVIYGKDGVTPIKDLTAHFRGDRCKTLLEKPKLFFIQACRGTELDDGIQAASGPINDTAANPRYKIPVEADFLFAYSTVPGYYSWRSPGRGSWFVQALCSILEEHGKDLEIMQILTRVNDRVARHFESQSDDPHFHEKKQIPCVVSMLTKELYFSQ
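System: Procaspase-7 triple mutant (PC-7 D3A); measure: % activation from two-timepoint absorbance difference, scaled to controls; times: 1 h compound preincubation, 2 h substrate cleavage, 25 °C; also added: Ac-DEVD-pNA substrate, 400 µM as added; measured by: Epi-absorbance of released pNA at 405 nm, two timepoints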
The depositor's hits bear a star; & = joins results of further samples.

COCCn1c(=NC(=O)/C=C/c2ccccc2Cl)sc2cc(NC(C)=O)ccc21 was read as LAP4 TOR yeast 98, MEP2 TOR yeast 107, Yeast superoxide 107, GASC-1 inh -3, proCasp3 act -7, AHR activator 31, RPL19A TOR yeast 102 and procasp7 counter -6.
`CCn1c(SCC(=O)NCc2ccco2)nnc1-c1c[nH]c2ccccc12` gave LAP4 TOR yeast 96, MEP2 TOR yeast 102, Yeast superoxide 102, GASC-1 inh 3, proCasp3 act 1, AHR activator 0, RPL19A TOR yeast 97 and procasp7 counter 9.
`COC(=O)[C@@]12CCCCN1[C@H](c1ccc(-c3ccc(OC)cc3)cc1)[C@@H]1C(=O)N(C)C(=O)[C@@H]12` gave LAP4 TOR yeast 106, MEP2 TOR yeast 101, Yeast superoxide 111, GASC-1 inh -6, proCasp3 act 10, AHR activator -3, RPL19A TOR yeast 107 and procasp7 counter 4.
For CCn1ncc(CN2CCN(Cc3cccc(OC)c3)C(CCO)C2)c1C (stereo not given) the results were LAP4 TOR yeast 90, MEP2 TOR yeast 104, Yeast superoxide 98, GASC-1 inh 0, proCasp3 act 8, AHR activator -3, RPL19A TOR yeast 106 and procasp7 counter 5.
Screening Oc1ccc(CCNc2c3ccccc3nc3ccccc23)cc1O returned LAP4 TOR yeast 85, MEP2 TOR yeast 102, Yeast superoxide 86, GASC-1 inh 16, proCasp3 act -18, AHR activator 6, RPL19A TOR yeast 94 and procasp7 counter -32.
Screening COc1ccc(C(=O)COC(=O)C2COc3ccccc3O2)cc1F (stereo not given) returned LAP4 TOR yeast 106, MEP2 TOR yeast 101, Yeast superoxide 78, GASC-1 inh -7, proCasp3 act 3, AHR activator 6, RPL19A TOR yeast 106 and procasp7 counter -8.
Screening CC(C)(C)Nc1nc(N2CCCC2)nc(N2CCCC2)n1 returned LAP4 TOR yeast 92, MEP2 TOR yeast 99, Yeast superoxide 92, GASC-1 inh -8, proCasp3 act 2, AHR activator 2, RPL19A TOR yeast 98 and procasp7 counter 3.
Screening CCc1noc(C)c1C(=O)Nc1ccc(-c2nnc3n2CCCCC3)cc1 returned LAP4 TOR yeast 113, MEP2 TOR yeast 102, Yeast superoxide 87, GASC-1 inh 5, proCasp3 act -3, AHR activator -5, RPL19A TOR yeast 108 and procasp7 counter 3.
`CCc1ccccc1NC(=S)N(CCN(C)C)C(C)c1cccnc1` (stereo not given) gave LAP4 TOR yeast 100, MEP2 TOR yeast 106, Yeast superoxide 94, GASC-1 inh -7, proCasp3 act 7, AHR activator 2, RPL19A TOR yeast 102 and procasp7 counter 12.
Screening CCOC(=O)c1sc(NC(=O)c2cccc(S(=O)(=O)N3CCN(C)CC3)c2)cc1C returned LAP4 TOR yeast 104, MEP2 TOR yeast 96, Yeast superoxide 107, GASC-1 inh -4&-3, proCasp3 act 3, AHR activator 11, RPL19A TOR yeast 99 and procasp7 counter 0.
Screening Cc1ccccc1OCC(=O)N/N=C/C=C/c1ccccc1 returned LAP4 TOR yeast 98, MEP2 TOR yeast 108, Yeast superoxide 97, GASC-1 inh 0, proCasp3 act 0, AHR activator 5, RPL19A TOR yeast 112 and procasp7 counter -1.
Screening Cc1cccc2c(=O)cc(C)n(CC(=O)N3CCOCC3)c12 returned LAP4 TOR yeast 107, MEP2 TOR yeast 104, Yeast superoxide 107, GASC-1 inh -2, proCasp3 act 4, AHR activator 11, RPL19A TOR yeast 104 and procasp7 counter 9.
For CC(CN1CCCC1)OC(=O)c1ccc(Cl)cc1Cl (stereo not given) the results were LAP4 TOR yeast 83, MEP2 TOR yeast 103, Yeast superoxide 67, GASC-1 inh -9, proCasp3 act 6, AHR activator 1, RPL19A TOR yeast 107 and procasp7 counter 1.
Screening O=C(COC(=O)c1ccc(Br)cc1)NCc1ccc(F)cc1 returned LAP4 TOR yeast 104, MEP2 TOR yeast 96, Yeast superoxide 109, GASC-1 inh -7, proCasp3 act 5, AHR activator 0, RPL19A TOR yeast 110 and procasp7 counter 3.
Screening O=C(COc1ccc(Cl)cc1Cl)N(c1ccccn1)C1CCCCC1 returned LAP4 TOR yeast 100, MEP2 TOR yeast 102, Yeast superoxide 82, GASC-1 inh 8, proCasp3 act -8, AHR activator 0, RPL19A TOR yeast 106 and procasp7 counter -2.
`CCOC(=O)c1ccc(NC(=O)Cn2nnc(-c3ccc(C)cc3)n2)cc1` gave LAP4 TOR yeast 104, MEP2 TOR yeast 99, Yeast superoxide 94, GASC-1 inh 5, proCasp3 act 3, AHR activator -1, RPL19A TOR yeast 101 and procasp7 counter 1.
O=C(O)C1CCCN1S(=O)(=O)c1cccc2nsnc12 (stereo not given) was read as LAP4 TOR yeast 100, MEP2 TOR yeast 102, Yeast superoxide 98, GASC-1 inh -4, proCasp3 act -1, AHR activator 1, RPL19A TOR yeast 102 and procasp7 counter 0.
Screening O=C(COC(=O)c1cc(S(=O)(=O)N2CCOCC2)ccc1Cl)NCc1ccc2c(c1)OCO2 returned LAP4 TOR yeast 118, MEP2 TOR yeast 112, Yeast superoxide 115, proCasp3 act -1, AHR activator 1, RPL19A TOR yeast 110 and procasp7 counter 4.
c1cnc2c(SCc3ccc(-c4nnco4)cc3)cccc2c1 was read as LAP4 TOR yeast 104, MEP2 TOR yeast 195*, Yeast superoxide 79, GASC-1 inh 1, proCasp3 act 0, AHR activator 0 and procasp7 counter -10.
Screening CN(c1ccccc1)S(=O)(=O)c1ccc2ccccc2c1 returned LAP4 TOR yeast 93, MEP2 TOR yeast 97, Yeast superoxide 108, GASC-1 inh 1, proCasp3 act 0, AHR activator -5, RPL19A TOR yeast 100 and procasp7 counter 3.
For CCOC(=O)c1cn(CC(=O)Nc2cccc(F)c2)nn1 the results were LAP4 TOR yeast 96, MEP2 TOR yeast 102, Yeast superoxide 98, GASC-1 inh 5, proCasp3 act -3, AHR activator -3, RPL19A TOR yeast 105 and procasp7 counter 1.
`C/C(=N\Nc1ncc(Cl)cc1Cl)c1ccc(C#N)cc1` gave LAP4 TOR yeast 94, MEP2 TOR yeast 103, Yeast superoxide 98, GASC-1 inh -17, proCasp3 act -4, AHR activator -6, RPL19A TOR yeast 101 and procasp7 counter 13.
Screening CSCCC(NC(=O)c1ccccc1)C(=O)NNC(=O)c1csc(N2CCOCC2)n1 (stereo not given) returned LAP4 TOR yeast 104, MEP2 TOR yeast 105, Yeast superoxide 96, GASC-1 inh 0, proCasp3 act 5, AHR activator 0, RPL19A TOR yeast 103 and procasp7 counter 5.
CCS(=O)(=O)N1CCC(C(=O)N2CCOCC2)CC1 was read as LAP4 TOR yeast 110, MEP2 TOR yeast 116, Yeast superoxide 85, GASC-1 inh -1, proCasp3 act 4, AHR activator -1, RPL19A TOR yeast 106 and procasp7 counter 16.
`CCNc1nc(NCC)n2c(SCc3ccc(F)cc3)nnc2n1` gave LAP4 TOR yeast 103, MEP2 TOR yeast 104, Yeast superoxide 108, GASC-1 inh 1, proCasp3 act 1, AHR activator 6, RPL19A TOR yeast 98 and procasp7 counter -3.
`COc1ccc(C(=O)N(C)C2CCCN(Cc3ccccc3F)C2)cc1C` (stereo not given) gave LAP4 TOR yeast 94, MEP2 TOR yeast 108, Yeast superoxide 83, GASC-1 inh 1, proCasp3 act -5, AHR activator -4, RPL19A TOR yeast 105 and procasp7 counter -6.
For c1coc(CN2CN=C(Nc3nc4ccccc4s3)NC2)c1 the results were LAP4 TOR yeast 106, MEP2 TOR yeast 101, Yeast superoxide 97, GASC-1 inh -5, proCasp3 act 1, AHR activator 20, RPL19A TOR yeast 97 and procasp7 counter 0.
CC(C)Cn1c(SCC(=O)Nc2cccnc2Cl)nnc1-c1ccco1 was read as LAP4 TOR yeast 98, MEP2 TOR yeast 99, Yeast superoxide 110, GASC-1 inh -4, proCasp3 act -3, AHR activator -5, RPL19A TOR yeast 98 and procasp7 counter 5.
`CC(C(=O)NCc1ccccc1)N1CCN(c2ccc(F)cc2)CC1` (stereo not given) gave LAP4 TOR yeast 98, MEP2 TOR yeast 108, Yeast superoxide 94, GASC-1 inh -4, proCasp3 act -3, AHR activator 1, RPL19A TOR yeast 104 and procasp7 counter 5.
CC1CCCC(C)N1CC(O)COCc1ccccc1F (stereo not given) was read as LAP4 TOR yeast 105, MEP2 TOR yeast 112, Yeast superoxide 92, GASC-1 inh -2, proCasp3 act 2, AHR activator 2, RPL19A TOR yeast 104 and procasp7 counter -2.

Random excerpt: 4 compounds from above
Screening CSCCC(NC(=O)c1ccccc1)C(=O)NNC(=O)c1csc(N2CCOCC2)n1 (stereo not given) returned LAP4 TOR yeast 104, MEP2 TOR yeast 105, Yeast superoxide 96, GASC-1 inh 0, proCasp3 act 5, AHR activator 0, RPL19A TOR yeast 103 and procasp7 counter 5.
For CCOC(=O)c1cn(CC(=O)Nc2cccc(F)c2)nn1 the results were LAP4 TOR yeast 96, MEP2 TOR yeast 102, Yeast superoxide 98, GASC-1 inh 5, proCasp3 act -3, AHR activator -3, RPL19A TOR yeast 105 and procasp7 counter 1.
CC(C)Cn1c(SCC(=O)Nc2cccnc2Cl)nnc1-c1ccco1 was read as LAP4 TOR yeast 98, MEP2 TOR yeast 99, Yeast superoxide 110, GASC-1 inh -4, proCasp3 act -3, AHR activator -5, RPL19A TOR yeast 98 and procasp7 counter 5.
CC1CCCC(C)N1CC(O)COCc1ccccc1F (stereo not given) was read as LAP4 TOR yeast 105, MEP2 TOR yeast 112, Yeast superoxide 92, GASC-1 inh -2, proCasp3 act 2, AHR activator 2, RPL19A TOR yeast 104 and procasp7 counter -2.

Remaining list, next part:
For CCN(CC)S(=O)(=O)c1ccc(C(=O)NCc2n[nH]c(=S)n2-c2ccc(Cl)c(Cl)c2)cc1 the results were LAP4 TOR yeast 92, MEP2 TOR yeast 102, Yeast superoxide 100, GASC-1 inh 4, proCasp3 act -8, AHR activator 0, RPL19A TOR yeast 101 and procasp7 counter -15.
COCCNC(=O)c1onc(CSc2ccccn2)c1C(=O)NCCOC was read as LAP4 TOR yeast 129, MEP2 TOR yeast 98, Yeast superoxide 91, GASC-1 inh -2, proCasp3 act 3, AHR activator 2, RPL19A TOR yeast 99 and procasp7 counter 11.
For CCN(c1ccccc1)S(=O)(=O)c1cc(NC(=O)C2CC2)ccc1Cl the results were LAP4 TOR yeast 97, MEP2 TOR yeast 103, Yeast superoxide 105, GASC-1 inh -3, proCasp3 act -4, AHR activator -1, RPL19A TOR yeast 96 and procasp7 counter 13.
For CCSc1nnc([C@@H](NC(=O)OC(C)(C)C)C(C)C)o1 the results were LAP4 TOR yeast 105, MEP2 TOR yeast 91, Yeast superoxide 94, GASC-1 inh inconclusive, proCasp3 act 0, AHR activator 1, RPL19A TOR yeast 92 and procasp7 counter -10.
Screening CC1(C)CC(=O)C=C(Nc2ccc(Br)cn2)C1 returned LAP4 TOR yeast 101, MEP2 TOR yeast 95, Yeast superoxide 86, GASC-1 inh 4, proCasp3 act 3, AHR activator 6, RPL19A TOR yeast 98 and procasp7 counter -1.

An unsorted share of the library; 3.8% or so of the library scored in one or more.
